DTT redox prof = compounds producing H2O2 with reducing agent – biochemical, NIH compound library profiling, artefact control for MLSCN library redox annotation, primary screen; AID 878; hit rate 0.03% among 200,000; activation, % at 10 µM; DTT-dependent redox cycling H2O2, phenol red/HRP absorbance; 100% = 100 µM peroxide control, 0% = buffer;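 active = activation of at least 50% relative to the plate's high and low controls in the primary single-dose screen; inactive = activation below 50%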;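 note: compound incubated with DTT at 0.8 mM final as the reducing agent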
NF-kB expr up = NF-kB expression increase, human neuronal cells; NF-kB reporter expression; hits give high values; hit rate 1.6% among 190,000; fold change at 12.5 µM; in the data active = fold change above about 3.3
STAT1 inh = reduces IFN-gamma driven STAT1 reporter signal; hit rate 0.35% among 200,000; NIH 3T3 STAT1-luciferase reporter, luminescence; AID 920; inhibition, % at 5.5 µM;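 active = inhibition above a set limit, the mean inhibition across all tested compounds plus 3 SD, cut at about 34% in these data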;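 note: 0% = IFN-gamma with DMSO and 100% = IFN-gamma with 300 µM nifuroxazide; values of inactives mirror those of a sister screen read the other way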
Hsp70 act = Hsp70 transcriptional activation, primary screen; HeLa Hsp70 promoter luciferase reporter, luminescence; scaled: vehicle 0, proteasome-inhibitor control 100%; activation, % at 10 µM; hit rate 0.04% among 200,000;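 active = activation above the mean across all tested compounds plus 3 SD, cutoff set per campaign, cut at about 5.5% in these data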;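 note: 100% = MG132 at 30 µM as the positive control and 0% = DMSO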
STAT3 act = activators of IL-6 induced STAT3 signaling | U3A cells, IL-6 STAT3-luciferase reporter, luminescence; 100% = signal with IL-6 EC80 alone | activation (% of control), % at 5.6 µM | hit rate 0.91% among 190,000;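 active = activation above the screen-wide mean of compound activation plus 3 SD, cut at about 130% in these data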;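 note: 0% = background luminescence of wells with medium and substrate only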
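Assay system – human STAT1-deficient U3A cells with stable STAT3-luciferase reporter · Also added – IL-6 (33 ng/mL) · Schedule – compound 1 h, then IL-6 6 h at 37 °C · Technique – reporter luminescence signal · Evaluation – % activation versus median of IL-6-stimulated wells · Benchmarks – IL-6-only wells as 100% reference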
HMGR II inh = E. faecalis class II HMG-CoA reductase inhibition; purified E. faecalis HMGR, NADPH absorbance 340 nm kinetic; inhibition, % at 10 µM; hit rate 0.41% among 190,000;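 active = inhibition above a set limit, the median over all tested compounds plus 3 SD, cut at about 9.5% in these data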;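 note: enzyme runs in reverse so mevalonate oxidation gives rising NADPH absorbance; 0% = complete reaction with DMSO and 100% = background rate lacking mevalonate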
STAT1 act = increases IFN-gamma driven STAT1 reporter signal; NIH 3T3 STAT1-luciferase reporter, luminescence; 100% = IFN-gamma alone, no compound; hit rate 2.6% among 200,000; activation (% of control), % at 5.5 µM;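 active = activation above the screen-wide mean activation plus 3 SD, cut at about 130% in these data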;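 note: raw ratio to IFN-gamma control signal so 100% means no change and 0% no light; values of inactives mirror those of a sister screen read the other way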
STAT3 inh = reduces IL-6 driven STAT3 reporter signal; U3A cells, IL-6 STAT3-luciferase reporter, luminescence; host cell line lacks STAT1; inhibition, % at 5.5 µM; hit rate 0.89% among 190,000; AID 862;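 active = inhibition above the mean inhibition across all screened compounds plus 3 SD, cut at about 44% in these data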;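 note: 0% = DMSO only wells and 100% = 100 µM nifuroxazide control wells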
APP 5'UTR act = APP 5'UTR luciferase reporter activation | SH-SY5Y APP 5'UTR luciferase reporter, luminescence; zero percent = DMSO vehicle wells | AID 1276 | hit rate 1% among 190,000 | activation, % at 2 µM;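 active = activation above a set limit, based on mean plus 3 SD of controls, cut at about 140% in these data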; note: values of inactives mirror those of a sister screen read the other way
TLR4 MyD88 comp = TLR4-MyD88 interaction inhibition in cells. O00206+Q99836. HeLa CL3-4 TLR4/MyD88 BLA complementation, FRET ratio. inhibition, % at 8.4 µM. hit rate 0.18% among 200,000. AID 861; in the data active = inhibition above about 25%;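 note: 0% = vehicle and 100% = reference inhibitor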
Target sequence (O00206 whole entry, looked up): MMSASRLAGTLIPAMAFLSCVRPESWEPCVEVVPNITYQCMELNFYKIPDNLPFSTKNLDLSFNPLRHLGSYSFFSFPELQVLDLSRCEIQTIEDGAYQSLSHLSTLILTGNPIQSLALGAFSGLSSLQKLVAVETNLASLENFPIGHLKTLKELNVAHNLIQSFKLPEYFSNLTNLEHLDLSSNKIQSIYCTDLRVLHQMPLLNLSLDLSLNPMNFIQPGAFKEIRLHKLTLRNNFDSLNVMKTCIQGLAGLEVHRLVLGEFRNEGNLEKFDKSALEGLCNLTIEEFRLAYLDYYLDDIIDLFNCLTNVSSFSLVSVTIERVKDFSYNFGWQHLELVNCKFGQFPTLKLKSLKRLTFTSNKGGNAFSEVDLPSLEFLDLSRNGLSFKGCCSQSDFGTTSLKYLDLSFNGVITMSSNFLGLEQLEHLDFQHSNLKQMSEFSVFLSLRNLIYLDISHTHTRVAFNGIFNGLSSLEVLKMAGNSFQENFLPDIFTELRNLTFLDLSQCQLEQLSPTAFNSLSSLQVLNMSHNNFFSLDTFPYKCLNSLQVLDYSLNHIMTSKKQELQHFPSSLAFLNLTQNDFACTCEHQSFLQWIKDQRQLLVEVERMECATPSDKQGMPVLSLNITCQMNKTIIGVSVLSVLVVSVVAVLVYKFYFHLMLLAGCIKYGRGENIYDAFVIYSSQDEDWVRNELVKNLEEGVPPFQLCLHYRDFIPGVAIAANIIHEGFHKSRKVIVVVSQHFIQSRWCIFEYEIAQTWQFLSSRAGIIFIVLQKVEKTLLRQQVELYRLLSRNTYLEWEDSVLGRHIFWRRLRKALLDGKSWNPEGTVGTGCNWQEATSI
Target sequence (Q99836 whole entry, looked up): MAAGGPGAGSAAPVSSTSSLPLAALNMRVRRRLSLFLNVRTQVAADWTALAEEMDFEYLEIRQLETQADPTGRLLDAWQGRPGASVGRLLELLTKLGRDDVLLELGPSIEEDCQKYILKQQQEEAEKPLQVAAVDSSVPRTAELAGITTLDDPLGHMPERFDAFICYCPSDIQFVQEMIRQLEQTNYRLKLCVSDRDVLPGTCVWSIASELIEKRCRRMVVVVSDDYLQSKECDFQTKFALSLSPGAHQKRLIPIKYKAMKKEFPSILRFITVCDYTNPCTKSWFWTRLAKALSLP
An asterisk follows results filed as active.

O=C(NCc1cccs1)c1ccccc1C(=O)NCc1cccs1 was read as DTT redox prof 1.0, NF-kB expr up 1, STAT1 inh 0, Hsp70 act -0.2, STAT3 act 100, HMGR II inh -2, STAT1 act 100, STAT3 inh 3 and TLR4 MyD88 comp -3.
COc1cc(/C=N/NC(N)=S)cc(Br)c1OCc1ccccc1F was read as DTT redox prof -0.2, NF-kB expr up 1.6, STAT1 inh -32, Hsp70 act -0.2, STAT3 act 103, HMGR II inh -5, STAT1 act 129*, STAT3 inh 0, APP 5'UTR act 20 and TLR4 MyD88 comp 3.
For C[C@@H](C(=O)Nc1ccc2ccccc2c1)[C@H]1C[C@]1(C)[C@H](NC(=O)OCc1ccccc1)c1ccccc1 the results were DTT redox prof 1.3, NF-kB expr up 0.98, STAT1 inh -3, Hsp70 act -0.1, STAT3 act 105, HMGR II inh -10, STAT1 act 102, STAT3 inh -8, APP 5'UTR act -8 and TLR4 MyD88 comp 2.
For CC(=O)CSc1nc2ccccc2o1 the results were DTT redox prof 1.5, NF-kB expr up 1.6, STAT1 inh -6, Hsp70 act 0.1, STAT3 act 101, HMGR II inh -2, STAT1 act 106, STAT3 inh 2, APP 5'UTR act 27 and TLR4 MyD88 comp 2.
O=C(c1ccc(F)cc1)N1CCN(c2ccc([N+](=O)[O-])c(N3CCCCC3)c2)CC1 was read as DTT redox prof 0.9, NF-kB expr up 0.93, STAT1 inh 6, Hsp70 act 0.0, STAT3 act 98, HMGR II inh 5, STAT1 act 95, STAT3 inh 13, APP 5'UTR act 1 and TLR4 MyD88 comp 3.
COc1ccc(/C=N/N=C2/NC(=O)C(CC(=O)O)S2)cc1OCc1ccc(Cl)cc1Cl (stereo not drawn) was read as DTT redox prof 0.5, NF-kB expr up 1, STAT1 inh 4, Hsp70 act -0.2, STAT3 act 102, HMGR II inh -6, STAT1 act 97, STAT3 inh -3, APP 5'UTR act 2 and TLR4 MyD88 comp 8.
For Fc1cccc(-c2cc3nc4c(c(N5CCN(c6cnccn6)CC5)n3n2)CCCC4)c1 the results were DTT redox prof 3.1, STAT1 inh -16, Hsp70 act -0.3, STAT3 act 117, STAT1 act 115, STAT3 inh -12, APP 5'UTR act 20 and TLR4 MyD88 comp -2.
Clc1cccc(Cl)c1CNc1ccc(N2CCCC2)cc1 was read as DTT redox prof -0.7, NF-kB expr up 1, STAT1 inh 10, Hsp70 act -0.4, STAT3 act 102, HMGR II inh -5, STAT1 act 89, STAT3 inh 4, APP 5'UTR act -6 and TLR4 MyD88 comp 7.
Screening CCOC(=O)N1CCN(CC(=O)Nc2ccc(Oc3ccccc3)cc2)CC1 returned DTT redox prof -1.3, NF-kB expr up 0.94, STAT1 inh 0, Hsp70 act 0.0, STAT3 act 98, HMGR II inh 0, STAT1 act 100, STAT3 inh 4, APP 5'UTR act -6 and TLR4 MyD88 comp -11.
C=CCN(CC=C)Cc1c(C)[nH]c2ccc(C(=O)OCC)cc2c1=O was read as DTT redox prof 1.2, NF-kB expr up 0.93, STAT1 inh 11, Hsp70 act -0.1, STAT3 act 100, HMGR II inh -10, STAT1 act 90, STAT3 inh 5, APP 5'UTR act -6 and TLR4 MyD88 comp -7.
For CCC(CC)c1nnc(NC(=O)c2cc([N+](=O)[O-])ccc2N2CCCCC2)s1 the results were DTT redox prof 0.0, NF-kB expr up 0.73, STAT1 inh 12, Hsp70 act -0.4, STAT3 act 100, HMGR II inh 4, STAT1 act 89, STAT3 inh 0 and TLR4 MyD88 comp 8.
CC(C)(C)SCCNS(=O)(=O)c1ccc2ccccc2c1 was read as DTT redox prof 0.4, NF-kB expr up 0.88, STAT1 inh 1, Hsp70 act -0.4, STAT3 act 102, HMGR II inh -4, STAT1 act 99, STAT3 inh 4, APP 5'UTR act -10 and TLR4 MyD88 comp 10.
For Cn1c(=O)[nH]c(=O)c2c1nc(Br)n2CC(O)COCc1ccccc1 (stereo not drawn) the results were DTT redox prof 2.8, NF-kB expr up 0.89, STAT1 inh 6, Hsp70 act -0.2, STAT3 act 108, HMGR II inh -1, STAT1 act 94, STAT3 inh -6, APP 5'UTR act -13 and TLR4 MyD88 comp 1.
CCCn1nc(Oc2nc(SC)nc(N(C)C)n2)ccc1=O was read as DTT redox prof 0.1, NF-kB expr up 1.2, STAT1 inh 4, Hsp70 act 0.4, STAT3 act 89, HMGR II inh -1, STAT1 act 96, STAT3 inh 14, APP 5'UTR act -1 and TLR4 MyD88 comp -11.
C/C(=N\NC(=O)CN1CCN(Cc2ccc(C)cc2)CC1)c1ccncc1 was read as DTT redox prof 0.1, NF-kB expr up 0.85, STAT1 inh 1, Hsp70 act -0.3, STAT3 act 101, HMGR II inh 3, STAT1 act 99, STAT3 inh -3, APP 5'UTR act -12 and TLR4 MyD88 comp -14.
`COc1ccc(S(=O)(=O)n2[nH]c(=O)c(CCO)c2C)c([N+](=O)[O-])c1` gave DTT redox prof -0.3, NF-kB expr up 0.88, STAT1 inh -7, Hsp70 act 0.0, STAT3 act 94, HMGR II inh 0, STAT1 act 107, STAT3 inh 15, APP 5'UTR act -3 and TLR4 MyD88 comp -27.
`CC(C)(C)c1ccc(/C=N/n2cnnc2)cc1` gave DTT redox prof -2.5, NF-kB expr up 1.4, STAT1 inh -7, Hsp70 act -0.3, STAT3 act 103, HMGR II inh 1, STAT1 act 105, STAT3 inh 4, APP 5'UTR act 14 and TLR4 MyD88 comp -2.
`O=C(O)CNCC1COc2ccccc2O1` (stereo not drawn) gave DTT redox prof 1.7, NF-kB expr up 0.9, STAT1 inh 8, Hsp70 act 0.4, STAT3 act 103, HMGR II inh 2, STAT1 act 93, STAT3 inh 1, APP 5'UTR act -2 and TLR4 MyD88 comp 18.
For O=P1(O)C=C(c2ccccc2)NC(c2ccccc2)=C1 the results were DTT redox prof 2.8, NF-kB expr up 1.1, STAT1 inh -9, Hsp70 act -0.4, STAT3 act 104, HMGR II inh -4, STAT1 act 108, STAT3 inh -1, APP 5'UTR act 9 and TLR4 MyD88 comp 6.
For CN(C)S(=O)(=O)c1ccc(C(=O)NNc2nc(-c3ccccc3)c3cc(Br)ccc3n2)cc1 the results were DTT redox prof -0.3, NF-kB expr up 0.92, STAT1 inh 9, Hsp70 act -0.3, STAT3 act 97, HMGR II inh 1, STAT1 act 94, STAT3 inh 1, APP 5'UTR act -22 and TLR4 MyD88 comp -4.
`CCOC(=O)CCCNC(=O)COC(=O)c1cccc(F)c1` gave DTT redox prof -0.6, NF-kB expr up 0.97, STAT1 inh -6, Hsp70 act 0.0, STAT3 act 101, HMGR II inh -7, STAT1 act 105, STAT3 inh 0, APP 5'UTR act -3 and TLR4 MyD88 comp -9.
`O=C(CSc1nnc2ccc(-c3ccccn3)nn12)NCC1CCCO1` (stereo not drawn) gave DTT redox prof 0.2, NF-kB expr up 1.2, STAT1 inh -3, Hsp70 act -0.2, STAT3 act 103, HMGR II inh 1, STAT1 act 103, STAT3 inh 6, APP 5'UTR act -2 and TLR4 MyD88 comp 3.
For O=C(Nc1ccccc1)c1cc2c(=O)c3ccccc3oc2nc1C(F)(F)F the results were DTT redox prof -3.3, NF-kB expr up 0.88, STAT1 inh 3, Hsp70 act 0.0, STAT3 act 100, HMGR II inh -3, STAT1 act 97, STAT3 inh 5, APP 5'UTR act -12 and TLR4 MyD88 comp -11.
For Cc1cc(C(=O)N2CCN(c3ccccc3)CC2)c(C)o1 the results were DTT redox prof 1.7, NF-kB expr up 1.5, STAT1 inh 0, Hsp70 act -0.4, STAT3 act 95, HMGR II inh -3, STAT1 act 100, STAT3 inh 10, APP 5'UTR act 26 and TLR4 MyD88 comp 3.
Screening CSc1ccccc1NC(=O)C1CC(c2ccccc2O)=NO1 (stereo not drawn) returned DTT redox prof 0.8, NF-kB expr up 0.93, STAT1 inh -4, Hsp70 act -0.3, STAT3 act 137*, HMGR II inh -3, STAT1 act 104, STAT3 inh -42, APP 5'UTR act 20 and TLR4 MyD88 comp -4.
`Nc1nonc1C(=O)N1CCCC1` gave DTT redox prof -2.2, NF-kB expr up 1.3, STAT1 inh 1, Hsp70 act 0.3, STAT3 act 96, HMGR II inh -4, STAT1 act 99, STAT3 inh 9, APP 5'UTR act -5 and TLR4 MyD88 comp 10.
`COc1ccc(OC)c(C2CC(=O)N3CN(c4ccccc4F)CSC3=C2C#N)c1` (stereo not drawn) gave DTT redox prof -1.1, NF-kB expr up 1.5, STAT1 inh 1, Hsp70 act -0.2, STAT3 act 111, HMGR II inh 0, STAT1 act 99, STAT3 inh -4, APP 5'UTR act 6 and TLR4 MyD88 comp -11.
CC1(c2ccc3noc(-c4ccc(F)cc4)c3c2)OCCO1 was read as DTT redox prof 0.1, NF-kB expr up 1, STAT1 inh -3, Hsp70 act -0.4, STAT3 act 92, HMGR II inh -2, STAT1 act 99, STAT3 inh 10, APP 5'UTR act -11 and TLR4 MyD88 comp -10.
For Cc1ccc(/C=C2\Sc3ccccc3C2=O)s1 the results were DTT redox prof 2.7, NF-kB expr up 5.5*, STAT1 inh 8, Hsp70 act -0.2, STAT3 act 117, HMGR II inh -3, STAT1 act 93, STAT3 inh -8, APP 5'UTR act 28 and TLR4 MyD88 comp 17.
For Cc1cc(C)cc(N(CC(=O)NCC2CCCO2)S(=O)(=O)c2c(C)noc2C)c1 (stereo not drawn) the results were DTT redox prof -0.8, NF-kB expr up 0.96, STAT1 inh 3, Hsp70 act -0.4, STAT3 act 107, HMGR II inh 0, STAT1 act 97, STAT3 inh 0, APP 5'UTR act 13 and TLR4 MyD88 comp -5.

2 records drawn at random from the list so far:
Screening CSc1ccccc1NC(=O)C1CC(c2ccccc2O)=NO1 (stereo not drawn) returned DTT redox prof 0.8, NF-kB expr up 0.93, STAT1 inh -4, Hsp70 act -0.3, STAT3 act 137*, HMGR II inh -3, STAT1 act 104, STAT3 inh -42, APP 5'UTR act 20 and TLR4 MyD88 comp -4.
`O=C(CSc1nnc2ccc(-c3ccccn3)nn12)NCC1CCCO1` (stereo not drawn) gave DTT redox prof 0.2, NF-kB expr up 1.2, STAT1 inh -3, Hsp70 act -0.2, STAT3 act 103, HMGR II inh 1, STAT1 act 103, STAT3 inh 6, APP 5'UTR act -2 and TLR4 MyD88 comp 3.

Structures above containing two or more sulfur atoms (three):
O=C(NCc1cccs1)c1ccccc1C(=O)NCc1cccs1 was read as DTT redox prof 1.0, NF-kB expr up 1, STAT1 inh 0, Hsp70 act -0.2, STAT3 act 100, HMGR II inh -2, STAT1 act 100, STAT3 inh 3 and TLR4 MyD88 comp -3.
CC(C)(C)SCCNS(=O)(=O)c1ccc2ccccc2c1 was read as DTT redox prof 0.4, NF-kB expr up 0.88, STAT1 inh 1, Hsp70 act -0.4, STAT3 act 102, HMGR II inh -4, STAT1 act 99, STAT3 inh 4, APP 5'UTR act -10 and TLR4 MyD88 comp 10.
For Cc1ccc(/C=C2\Sc3ccccc3C2=O)s1 the results were DTT redox prof 2.7, NF-kB expr up 5.5*, STAT1 inh 8, Hsp70 act -0.2, STAT3 act 117, HMGR II inh -3, STAT1 act 93, STAT3 inh -8, APP 5'UTR act 28 and TLR4 MyD88 comp 17.
